FEN1 inhibitor: human FEN1 inhibition | P39748 | hit rate 0.35% among 390,000 | Potency, µM (series often up to 114 µM), without a hit: at the top dose activity change, negative = inhibition, hits mostly inhibitors | Recombinant FEN1 flap cleavage, fluorescence, 15 min; further: nearly all actives have a fitted effect of over 65% in size
Target sequence (P39748 whole entry, looked up): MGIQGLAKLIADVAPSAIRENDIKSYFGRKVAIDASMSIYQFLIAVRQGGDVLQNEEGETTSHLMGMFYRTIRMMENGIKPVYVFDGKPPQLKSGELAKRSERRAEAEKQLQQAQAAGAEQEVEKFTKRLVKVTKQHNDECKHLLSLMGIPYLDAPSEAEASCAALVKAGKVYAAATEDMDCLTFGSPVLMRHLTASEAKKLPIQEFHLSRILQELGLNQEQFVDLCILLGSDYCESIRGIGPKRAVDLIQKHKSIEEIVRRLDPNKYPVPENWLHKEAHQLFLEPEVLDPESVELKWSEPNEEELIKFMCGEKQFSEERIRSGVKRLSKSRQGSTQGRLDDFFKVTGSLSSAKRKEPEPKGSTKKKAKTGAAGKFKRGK
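FEN1 at 10 nM preincubated with compounds 15 min at room temperature, then flap DNA substrate added at 50 nM final. Signal read at 0 and 15 min; concentration-response fitted with four-parameter Hill equation.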
N370S GC: inhibits or activates N370S mutant glucocerebrosidase; hit rate 0.092% among 330,000; N370S GC spleen homogenate, 4MU-glucoside fluorescence; AID 2101; P04062; Potency, µM (doses to about 59.4 µM), for inactives: at the top dose activity change, negative = inhibition, usual class: inhibitors;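 further: 0% = full enzyme activity and -100% = no enzyme basal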
TDP1 cell CPT: growth inhibition of DT40 Tdp1-/-;hTDP1 cells with camptothecin (screen for TDP1 inhibitors) | chicken DT40 Tdp1-/-;hTDP1 cells + 20 nM CPT, ATP luminescence, 48 h | Potency, µM (titrated, usually from 46.2 µM), inactives show top-dose activity change, negative = growth inhibition, hits mostly inhibitors | hit rate 12% among 420,000 | AID 686979; further: nearly all actives have a fitted effect of over 55% in size
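Chicken DT40 Tdp1-/- cells stably complemented with human TDP1 were seeded at 400 cells/well in medium containing 20 nM camptothecin, exposed to pin-transferred compounds, and grown at 37 °C for at least 48 hr. Viability was read as ATP luminescence.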
An asterisk follows results filed as active; ? = inconclusive; · = no result given; & = joins results of further samples. The call rests on the fitted dose curve; in most records, active means well fitted curve in the direction sought with a large enough effect; inconclusive means small, poorly fitted or top-dose-only effect, or another doubt; inactive means no such curve, though single readings can be large; an effect the other way counts as inactive or inconclusive. Unless noted, on the % scale 0 is the no-effect control and ±100 the full control effect; potency means the concentration at half of the fitted maximal effect. This is a subset; count on the stated rates, not on these rows.

No.	compound	TDP1 cell CPT	N370S GC	FEN1 inhibitor
1	CC(=O)Nc1cc(C)ns1	-15%	·	0%
2	Cc1ccc(-c2nnn(CC(=O)N(CCN3CCOCC3)C(C(=O)NC3CCCC3)c3ccncc3)n2)o1 (configuration not stated)	-5%	-2%	22%
3	Cc1cc(C)nc(-n2nc(C)c3c(C(=O)O)cc(-c4cccc(Br)c4)nc32)n1	0%	-2%	-6%
4	COc1ccc(Br)cc1CN(C)C(=O)Cc1ccc(S(=O)(=O)N2CCOCC2)s1	?	-5%	16%
5	COc1ccc(CN(C(=O)CN2C(=O)COc3ccccc32)C2CCCC2)c(OC)c1	?	2%	5%
6	CCc1ccc2nc3sc(C(=O)O)cc3cc2c1	3%	5%	-1%
7	CC(NC(=O)CN1CCN(c2ccc(Cl)cc2)CC1)c1ccccc1 (configuration not stated)	-17%	-6%	0%
8	CC(Sc1c[nH]c2ccccc12)C(=O)O (configuration not stated)	-9%	-3%	0%
9	Cc1ccc(CNC(=O)C2CCN(S(=O)(=O)c3ccc4c(c3)oc(=O)n4C)CC2)cc1	-9%	·	12%
10	COc1cc2c(cc1NC(=O)COC(=O)[C@@H](NS(=O)(=O)c1cccc(Cl)c1)C(C)C)oc1ccccc12	?	?	5%
11	Oc1c(C(c2ccccc2)N2CCCCC2)sc2ncnn12 (configuration not stated)	0%	1%	24%
12	CC(=O)Nc1nc2ccc(NC(=O)c3ccco3)cc2s1	?	·	-11%
13	COCCNC(=O)/C(C#N)=C/c1ccc(-c2ccc(OC)cc2[N+](=O)[O-])o1	-4%	2%	-8%
14	COc1cc2nc(N(C)C)nc(NC3CCN(C)CC3)c2cc1OC	4.5µM*	·	28µM*
15	CCOCCCNC(=O)C1CCN(S(=O)(=O)c2ccc3nc4c(c(C(=O)O)c3c2)CCCCC4)CC1	-6%	-1%	-3%
16	CCc1cc2c(=O)n(CC(=O)NC3CCCCC3)cnc2s1	3%	-4%	-8%
17	CC1=C(C(=O)Nc2cccc(C)c2C)C2(CCCCC2)OC1=O	-21%	·	-2%
18	Cc1cc(C)n2c(Nc3ccc(C(C)C)cc3)c(-c3ccsc3)nc2n1	?	·	-6%
19	CS(=O)(=O)Nc1cccc(C2=NN(S(C)(=O)=O)C(c3ccccc3)C2)c1 (configuration not stated)	1%	4%	-6%
20	CC(=O)NCCNc1nc(-c2cccnc2)nc2ccccc12	-1%	-21%	·

Four compounds drawn at random from the list so far:
No.	compound	TDP1 cell CPT	N370S GC	FEN1 inhibitor
8	CC(Sc1c[nH]c2ccccc12)C(=O)O (configuration not stated)	-9%	-3%	0%
11	Oc1c(C(c2ccccc2)N2CCCCC2)sc2ncnn12 (configuration not stated)	0%	1%	24%
1	CC(=O)Nc1cc(C)ns1	-15%	·	0%
7	CC(NC(=O)CN1CCN(c2ccc(Cl)cc2)CC1)c1ccccc1 (configuration not stated)	-17%	-6%	0%

Continuation:
No.	compound	TDP1 cell CPT	N370S GC	FEN1 inhibitor
21	CC(C)C1Nc2ccc(C(=O)O)cc2C2C=CCC21 (configuration not stated)	3%	11%	?
22	COC(=O)[C@]1(Cc2ccccc2)N[C@H](CN(C)C(=O)Nc2ccc(F)cc2)[C@@H]2C(=O)N(Cc3ccccc3)C(=O)[C@@H]21	?	·	-6%
23	CCOc1ccc(CCNC(=O)Cn2ccc3cc(S(=O)(=O)N4CCCC4)ccc32)cc1	?	0%	13%
24	O=C(Nc1sc2c(c1C(=O)O)CCC2)c1cccs1	-7%	2%	-15%
25	COc1ccc(NC(=O)CN(c2ccccc2)S(=O)(=O)N(C)C)cc1Cl	-20%	13%	5%
26	CC(=O)/C=C\c1ccc(OC(=O)c2cccnc2)cc1	?	-26%	19%
27	O=c1oc2ccccc2c2c1ncn2-c1ccccc1	-3%	-6%	-9%
28	CCOC(=O)Cc1cc(=O)n2[nH]c(C)c(-c3ccc(OC)cc3)c2n1	?	-4%	-10%
29	COc1ccccc1OCCOc1ccc(C(=O)c2ccccc2)cc1	18µM*	17%	-6%
30	O=C(NCc1ccc2c(c1)CCN2C(=O)c1ccccc1)c1ccccc1	?	·	4%
31	CC(OC(=O)CCN=C1NS(=O)(=O)c2ccccc21)C(=O)Nc1ccc(F)cc1Cl (configuration not stated)	-15%	-1%	5%
32	COc1ccc(N2CCN(CCCNC(=O)c3cc(Nc4ccccc4OC)nc4ccccc34)CC2)cc1	23µM*	·	-15%
33	Cc1ccc(NC(=O)Cn2nnc(C(=O)Nc3ccc(C)c(C)c3)c2N)cc1	-20%	9%	2%
34	CC12CCC(=O)N1C(C(=O)OCC(=O)Nc1cc(S(=O)(=O)N3CCCCC3)ccc1Cl)CS2 (configuration not stated)	0%	6%	-9%
35	CCOC(=O)CSc1nnc(CNc2cccc(Cl)c2)n1-c1ccccc1	-12%	8%	-10%
36	Cc1ccc2oc(=O)c3cnn(CC(=O)Nc4cccc(C(F)(F)F)c4)c3c2c1	3%	·	1%
37	Cc1ccc(S(=O)(=O)NC(C)C(=O)Nc2ccc(C(N)=O)cc2)cc1 (configuration not stated)	19%	2%	1%
38	CCCCN(C(=O)CC1CCCCC1)c1c(N)n(CC(C)C)c(=O)[nH]c1=O	3%	·	4%
39	CCC1CN(C(=O)N2CCC(C(=O)NCCc3ccccc3)CC2)c2ccccc2O1 (configuration not stated)	?	-2%	-18%
40	O=S(=O)(NCc1ccco1)c1ccc2ccccc2c1	11%	-8%	-2%
41	O=C(c1ccccc1[N+](=O)[O-])N1CCC(Cc2ccccc2)CC1	?	14%	6%
42	CS(=O)(=O)Nc1ccc(-c2n[nH]c(=S)n2-c2ccccc2)cc1	-11%	-2%	1%
43	COc1ccc(C(=O)N/C(=C\c2ccco2)C(=O)NC2CCS(=O)(=O)C2)cc1 (configuration not stated)	?	-1%	-4%
44	Cc1cc(NC(=O)C(C)SCC(=O)N(C)CC(=O)Nc2ccc(Br)cc2C)no1 (configuration not stated)	-25%	-6%	-3%
45	Cc1ccc(-n2[nH]c(C)c(/C=C3/C=Nc4ccccc43)c2=O)cc1C	-3%	-3%	0%
46	CC(=O)c1ccc(NC(=O)COc2ccccc2C(=O)Nc2ccccc2)cc1	11µM*	?	2%&-1%
47	COc1ccc(NC(=O)c2ccc(COc3ccccc3)o2)cc1	?	-2%	-18%
48	CN(CC(=O)Nc1cc(S(=O)(=O)N2CCCCCC2)ccc1Cl)Cc1ccc2c(c1)OCO2	16µM*	·	-18%
49	Cc1ccc(C(=O)NCCc2cc3ccc(C)c(C)c3[nH]c2=O)cc1[N+](=O)[O-]	10µM*	-10%	32%
50	Nc1nc(N2CCOCC2)cc(=O)[nH]1	2%	9%	2%
51	COc1cc2oc3ccc(C#Cc4ccc(N)cc4)cc3c(=O)c2cc1OC	?	·	11%
52	CC(C)N(CCNC(=O)C1CCN(S(=O)(=O)N2CCOCC2)CC1)Cc1ccccc1	-10%	2%	-1%
53	c1ccc2sc(N3CN(CCN4CCOCC4)CN(c4nc5ccccc5s4)C3)nc2c1	?	-3%	-5%
54	Fc1ccccc1COc1ccccc1CNCc1ccncc1	?	3%	4%
55	O=C(COC(=O)/C=C/c1ccccc1)NCC1CCCO1 (configuration not stated)	0%	-3%	-5%
56	O=C(Nc1ccccc1N1CCOCC1)c1ccc(Cl)nc1	6%	-8%	1%
57	O=C(NCCCn1ccnc1)C(=O)NCC(c1ccco1)N1CCN(c2ccc(F)cc2)CC1 (configuration not stated)	-12%	4%	-7%
58	CCOc1ccc(S(=O)(=O)N2CCC(C(=O)N3CCc4ccccc4C3)CC2)cc1	?	3%	6%
59	CC1Cc2cc(-c3csc(NC(=O)Cc4cccs4)n3)ccc2N1S(C)(=O)=O (configuration not stated)	?	-4%	1%
60	CCN(Cc1ccncc1)C(=O)c1cc(COc2ccc(C)c(C)c2)on1	-27%	-6%	11%
61	CCC(CC)C(=O)c1c[nH]c(C(=O)NCc2ccco2)c1	-5%	1%	-12%
62	CC(C)C[C@@H](CO)N1CCN(Cc2ccc([N+](=O)[O-])cc2)CCC1=O	?	0%	2%&-3%
63	COCCNc1nc2c(c(=O)n(Cc3ccccc3F)c(=O)n2C)n1C	-14%	-2%	-9%
64	C=CCOc1nc2c(c(=O)n(C)c(=O)n2C)n1Cc1ccc(Cl)cc1	16µM*	4%	-8%
65	Cc1nc(N=Nc2ccc(S(=O)(=O)O)cc2S(=O)(=O)O)c(COP(=O)(O)O)c(C=O)c1O	4%&-7%	?	·
66	O=C(NNC(=O)c1ccc(Cl)c([N+](=O)[O-])c1)c1ccncc1	12%	-5%	11%
67	N#Cc1nc(-c2cccs2)oc1N1CCN(Cc2ccccc2)CC1	?	15%	6%
68	CN1CCCC1CCNc1ccc2oc3ccccc3c(=O)c2c1 (configuration not stated)	?	-11%	?
69	O=C(Nc1nccs1)C(c1ccccc1)N1CCCCC1 (configuration not stated)	1%	-26%	1%
70	CC(CC(=O)O)CC(=O)Nc1ccccc1C(=O)O (configuration not stated)	-4%	3%	-4%
71	c1ccc(Nc2cc(Nc3ccccc3)[nH]n2)cc1	?	23%	-11%
72	NS(=O)(=O)c1ccc(CCNC(=O)CCCNC(=O)c2ccc(Cl)cc2)cc1	3%	0%	-1%
73	O=C(Nc1ccccc1)Nn1cnnc1	1%	3%	21%
74	CCOC(=O)Cn1nc(-c2ccc(F)cc2)oc1=O	-11%	-4%	12%
75	COc1ccc(/C=N/NC(=S)Nc2ccccc2)cc1COc1cccc(C)c1C	?	-4%	-16%
76	CCCCNC(=O)CNC(=O)c1nn(-c2ccc(OC)cc2OC)c(=O)c2ccccc12	0%	-20%	-12%
77	CC(C)(C)OC(=O)N/N=C\c1cccnc1	-4%	-10%	2%
78	Cc1nc(C)c(C(=O)Nc2cccc(Cl)c2)o1	-2%	5%	-2%
79	O=C(c1cc(F)c(F)c(F)c1F)N1CCN(C(=O)C2CCCO2)CC1 (configuration not stated)	2%	·	19%
80	CCN(CC)c1ccc(/C=N/NC(=S)NCc2ccccc2)cc1	?	3%	2%

(listing goes on)
No.	compound	TDP1 cell CPT	N370S GC	FEN1 inhibitor
81	CC(=O)Oc1ccc2c(=O)c(-c3ccccc3)coc2c1	3%	-4%	-9%
82	CC(C)Cn1c(-c2cc([N+](=O)[O-])ccc2Cl)nc2c1c(=O)[nH]c(=O)n2Cc1ccccc1	6%	11%	?
83	O=CNCCCc1nc2ccccc2n1CCc1ccccc1	5%	-8%	-2%
84	CC(C)NC(=O)Nc1cccc2c1O[C@H](CN(C)S(C)(=O)=O)[C@@H](C)CN([C@H](C)CO)C2=O	10%	·	1%
85	CC(=O)Cn1ncc(N(C)Cc2ccccc2)c(Cl)c1=O	2%	-8%	-5%
86	O=C(COc1ccc(Cl)cc1)NCCNc1ccc([N+](=O)[O-])cc1	-9%	-16%	8%
87	CCc1noc(C)c1C(=O)N1CCCC(CCC(=O)NCc2ccc(F)c(F)c2)C1 (configuration not stated)	?	8%	-2%
88	Cc1cc(C)c2[nH]c(=O)c(CN(Cc3ccccc3)C(=S)NCCCN(C)C)cc2c1	?	-11%	-17%
89	COC(=O)c1ccc(N/C(C)=C/C(=O)c2ccc(C)o2)cc1	4%	2%	-1%
90	O=C(NCC(c1cccnc1)N1CCc2ccccc21)c1cccc(Br)c1 (configuration not stated)	?	·	-5%
91	COc1ccc2[nH]c3c(=O)n(/N=C/[C@H]4C(C)C=C(C)CC4C)c(=O)[nH]c3c2c1 (some centres not stated)	18µM*	?	13%
92	O=C(O)Cn1c(=O)cnc2ccccc21	4%	-2%	3%
93	CN(C)c1ccc(/C=C\C=C/c2ccnc3ccccc23)cc1	0.079µM*	·	50µM*
94	COc1ccccc1NC(=O)Cc1nnc(SCC(=O)Nc2ccc(F)cc2F)n1C	1%	-2%	-7%
95	COC(=O)c1c(C(=O)OC)c(-c2ccc(F)cc2)n2c1CSC2	-15%	-15%	-1%
96	CCOC(=O)c1c(NC(=O)c2cc(C)oc2C)sc(C(=O)Nc2ccc(Cl)cc2)c1C	8.9µM*	-1%	5%
97	Cc1c2n(c3ccccc13)CCN(C)C2	-4%	-10%	-16%
98	COc1ccccc1-c1nnc(Sc2nc([N+](=O)[O-])nn2C)o1	?	·	4%
99	CCCCNC(=O)c1ccc2c(c1)C(=O)N(Cc1ccncc1)C2=O	1%	-25%	1%
100	COc1cccc(/C=N/N2C(=O)CSC2=S)c1O	?	3%	-25%
101	COc1ccc(C2N(C(=O)CN3CCOCC3)CCN2S(=O)(=O)c2ccccc2)cc1 (configuration not stated)	-13%	-6%	-9%
102	Cc1nc(NC(=O)CSc2nnc(-c3ccncc3)n2C)sc1C	-10%	-4%	17%

In the list so far, these contain a cyano group:
No.	compound	TDP1 cell CPT	N370S GC	FEN1 inhibitor
13	COCCNC(=O)/C(C#N)=C/c1ccc(-c2ccc(OC)cc2[N+](=O)[O-])o1	-4%	2%	-8%
67	N#Cc1nc(-c2cccs2)oc1N1CCN(Cc2ccccc2)CC1	?	15%	6%

High-throughput results from PubChem BioAssay.
